# PglD DTNB: inhibitors of Campylobacter jejuni PglD acetyltransferase; purified PglD enzyme, DTNB colorimetric CoA detection; inhibition, % at 12.5 µM; hit rate 0.098% among 360,000; AID 602405; in the data active = inhibition above about 16%, passing the limit was not always enough; inconclusive = no clear call, values can overlap the other calls; also: strong numbers were not always called active
# S100A4 inh HTS: S100A4-myosin IIA interaction inhibition; inhibition, % at 10.7 µM; P26447; S100A4/TAMRA-MyoIIA peptide fluorescence polarization; AID 652163; hit rate 0.14% among 360,000;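 active = mean inhibition of at least 70% across replicates, with every replicate also reaching that level; inconclusive = mean inhibition reaches 70% but some replicates fall short; inactive = mean inhibition below 70%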
# Target sequence (P26447 whole entry, looked up): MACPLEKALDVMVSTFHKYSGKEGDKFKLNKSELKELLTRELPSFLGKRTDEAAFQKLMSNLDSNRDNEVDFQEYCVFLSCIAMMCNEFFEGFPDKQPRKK
#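 Test system – S100A4 monomer (human) · Compound – single-point compound testing · Schedule – 5 min incubation before reading · Probe or stimulus – TAMRA-labelled myosin IIA heavy-chain peptide probe, 5 nM · Benchmarks – neutral control DMSO, positive control TFP · Medium – Calcium-containing HEPES buffer, pH 7.2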
# PGC1a acetyl inh: PGC1a acetylation modulation, inhibitor mode; U2OS PGC1a acetylation, AlphaScreen anti-acetyl-lysine; with virally co-expressed GCN5 acetyltransferase; inhibition, % at 15.6 µM; hit rate 0.17% among 350,000;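 active = every replicate shows inhibition of at least 40%; inconclusive = mean inhibition at least 40% but some replicate below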;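 also: 0% = neutral control wells and 100% = positive control wells; some results beyond the cut were filed as inactive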
# PAX8 reporter: inhibitors of PAX8 transcriptional activity in RMG-I cells. RMG-I TPO-luciferase reporter, SteadyGlo, 24 h. inhibition, % at 12.6 µM. hit rate 1.2% among 360,000. AID 652154;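 active = mean replicate inhibition at least 60% with every replicate also reaching 60%; inconclusive = only one of the two criteria is met; inactive = mean below 60% and not all replicates reaching 60%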;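 also: luciferase light reporting Pax8 driven TPO promoter activity; plate controls were median of neutral control wells for no effect and mitoxantrone controls for full effect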
# LGR2 inh: blocks bursicon-induced cAMP signaling via Drosophila LGR2. HEK293 LGR2, CRE-luciferase, bursicon-stimulated, 4 h. inhibition, % at 9.99 µM. hit rate 0.35% among 380,000. AID 720647;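 active = drop in luminescence signal, shown as inhibition above about 50% in the replicate tests, limit read from the data, passing the limit was not always enough; inconclusive = probably only some replicates passing the limit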;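 also: agonist challenge used bursicon conditioned medium at about half maximal strength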
# FN deposit inh: fibronectin deposition inhibition; AH1F fibroblasts, Alexa488-fibronectin deposition fluorescence, overnight; inhibition, % at 12.6 µM; hit rate 0.086% among 350,000; AID 743247;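 active = mean inhibition across replicates of 30% or more, regardless of how many single replicates reach that level; inconclusive = mean under 30% yet at least half of replicates reach 30%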;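 also: positive control wells lacked labelled fibronectin entirely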
#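 Measured by – fluorescence 485/525 nm · System – AH1F fibroblast monolayer, labelled fibronectin deposition · Amount – 10000 cells per well · Buffer or medium – serum-reduced DMEM (2% serum) · Doses – single dose, pinned · Also added – fluorescent fibronectin at 24 nM final · Schedule – 1 h cell attachment, overnight exposure to compound and label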
# EWS-Fli inh: blocks EWS/Fli oncoprotein-driven transcription; A673 NR0B1-luciferase reporter, viability-normalised; inhibition, % at 12.6 µM; hit rate 0.67% among 350,000; AID 651661;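 active = mean inhibition of at least 50% after viability correction, with every replicate also passing that limit; inconclusive = mean reaches 50% but only one of two replicates passes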;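 also: firefly luciferase signal divided by Alamar Blue viability fluorescence both relative to DMSO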
# ERAP1 HTS inh: ERAP1 (human) enzyme inhibition; recombinant ERAP1, Leu-AMC fluorescence, 60 min; inhibition, % at 10.7 µM; hit rate 0.15% among 340,000; Q9NZ08; AID 652197;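 active = mean replicate inhibition of at least 30%, or all replicates individually reaching that 30% level; inactive = mean below 30% and not every replicate reaching it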;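 also: 0% = neutral control wells and 100% = L-leucinethiol positive control wells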
# Target sequence (Q9NZ08 whole entry, looked up): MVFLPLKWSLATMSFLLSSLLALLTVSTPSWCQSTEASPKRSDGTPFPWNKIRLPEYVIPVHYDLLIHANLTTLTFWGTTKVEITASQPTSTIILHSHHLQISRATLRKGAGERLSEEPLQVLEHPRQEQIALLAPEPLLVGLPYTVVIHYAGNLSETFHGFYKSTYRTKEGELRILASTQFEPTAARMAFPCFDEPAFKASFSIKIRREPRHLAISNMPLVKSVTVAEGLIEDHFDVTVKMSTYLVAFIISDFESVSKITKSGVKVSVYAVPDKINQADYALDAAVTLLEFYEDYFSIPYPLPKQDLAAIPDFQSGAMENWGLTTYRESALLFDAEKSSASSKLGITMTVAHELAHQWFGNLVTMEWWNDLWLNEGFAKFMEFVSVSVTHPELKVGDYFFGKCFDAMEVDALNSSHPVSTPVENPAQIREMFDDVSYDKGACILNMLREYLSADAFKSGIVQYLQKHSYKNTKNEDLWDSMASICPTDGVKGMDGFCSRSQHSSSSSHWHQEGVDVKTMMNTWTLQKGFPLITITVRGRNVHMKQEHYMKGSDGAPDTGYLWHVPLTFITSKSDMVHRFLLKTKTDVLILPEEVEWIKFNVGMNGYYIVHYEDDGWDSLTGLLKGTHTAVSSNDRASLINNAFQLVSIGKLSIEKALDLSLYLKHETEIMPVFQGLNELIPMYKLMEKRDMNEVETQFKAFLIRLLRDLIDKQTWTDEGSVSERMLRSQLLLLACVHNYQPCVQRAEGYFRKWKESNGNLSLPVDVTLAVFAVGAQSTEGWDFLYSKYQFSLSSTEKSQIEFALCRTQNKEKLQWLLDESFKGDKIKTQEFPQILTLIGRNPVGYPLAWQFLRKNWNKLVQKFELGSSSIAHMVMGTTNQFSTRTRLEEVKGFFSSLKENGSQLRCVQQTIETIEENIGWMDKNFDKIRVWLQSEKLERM
# The depositor's hits bear a star; ? = inconclusive; . = no result given; & = joins results of further samples. This is a random part of the collection, and some 2.1% of all compounds hit somewhere here.
Molecule	FN deposit inh	PAX8 reporter	S100A4 inh HTS	LGR2 inh	PglD DTNB	PGC1a acetyl inh	EWS-Fli inh	ERAP1 HTS inh
Cc1ccc2[nH]c3c(c2c1)SC(C)(C)CC3=O	-3	-87	-3	1	1	.	-12	2
O=C(Nc1cc(C(F)(F)F)ccc1F)C1Cc2c(-c3ccccc3Oc3ccccc3)ccnc2O1 (stereo unspecified)	-8	27	0	30	-2	.	9	-3
Cc1ncn(C23CC4CC(CC(C4)C2)C3)n1	-2	5	-1	3	.	.	-12	0
O=C(Nc1ccc(NC(=O)c2cccs2)cc1Cl)c1ccco1	0	-109	4	.	.	.	-90	-3
CC(C)c1cc(Cn2c3ccccc3c(=O)n2C(C)Cn2cc(CCCC#N)nn2)on1 (stereo unspecified)	8	5	3	4	.	.	-8	-3
CCOC(=O)CC1C(=O)NCCN1S(=O)(=O)c1ccc(Br)cc1 (stereo unspecified)	11	2	-5	5	.	.	-1	-1
Cn1c(N)c(C(=O)CSc2nc3ccccc3[nH]2)c(=O)n(C)c1=O	-7	-8	-5	-4	-4	-8	-11	.
O=C(Nc1cccc(Br)c1)c1cc(=O)c2ccccc2o1	-3	3	-2	5	-3	-4	.	-1
COc1ccccc1C#Cc1ccc2c(c1)O[C@@H](CN(C)Cc1ccccc1)[C@H](C)CN([C@H](C)CO)S2(=O)=O	.	.	3	5	2	39	32	1
CCN1CCN(CCNC(=O)c2ccc(/C=C3/Sc4ccccc4N(Cc4cccc(C)c4)C3=O)cc2)CC1	15	85*	-1	?	0	-16	26	-3
C/C(=N\NC(=O)c1nnn(-c2nonc2N)c1CN1CCC(C)CC1)c1ccc(Br)cc1	.	-13	6	-10	-4	1	-3	1
CCCn1nc(C(=O)Oc2ccc3c(C)cc(=O)oc3c2)c2ccccc2c1=O	-6	3	-5	-12	0	.	.	-21
CCOC(=O)C1(C(F)(F)F)N=C(C(F)(F)F)Nc2cc(C)c(C)cc21 (stereo unspecified)	-11	13	1	4	.	.	12	10
O=C(Cn1cnc2ccccc2c1=O)c1ccc(OC(F)F)cc1	3	-76	-25	-17	5	.	-49	-7
O=C(CCc1ccccn1)N1CCCC(N2CCN(c3cccc(C(F)(F)F)c3)CC2)C1 (stereo unspecified)	0	0	-2	1	2	-4	.	-1
COC(=O)C[C@H]1CC[C@H]2[C@@H](COc3ccc(NC(=O)Nc4cc(C)cc(C)c4)cc3C(=O)N2C)O1	-2	7	4	-7	-3	.	23	1
CO[C@@H]1CN(C)C(=O)c2cc(NC(C)=O)ccc2OC[C@H](C)NC[C@@H]1C	.	-23	-6	7	0	5	3	-4
COc1ccc(CN2CCC(=O)NC2=O)cc1	-12	.	-5	.	2	9	.	.
Cc1csc(=Nc2ccccc2)n1CCCN1CCCC1=O	-8	15	5	12	.	-16	1	-2
CCn1c(CCC(=O)N(C)CC(=O)Nc2cccc(F)c2)nc2cc(S(=O)(=O)N(C)C)ccc21	-3	20	0	-4	.	.	3	3
Cn1c2c(c(=O)n(C)c1=O)C(c1cc3c(cc1Br)OCO3)CC(=O)N2 (stereo unspecified)	.	1	8	14	-2	-6	-9	4
C[C@@H]1CCCCO[C@H](CN(C)C(=O)Nc2ccc3c(c2)OCO3)[C@H](C)CN([C@H](C)CO)C(=O)c2cc(NS(=O)(=O)c3cn(C)cn3)ccc2O1	.	.	12	-3	3	-4	-2	0
COc1ccccc1C(=O)COC(=O)Cc1n[nH]c(=O)c2ccccc12	-3	-4	2	0	.	.	4	-6
CC(C)NC(=O)N(C)C[C@@H]1Oc2ccc(NC(=O)Cc3ccccc3)cc2CC(=O)N([C@H](C)CO)C[C@H]1C	1	2	5	-8	0	2	2	-2
CCN(C=NC1=NN(c2cccc(C(F)(F)F)c2)CC1)CC	.	1	.	-30	-2	5	-1	.
Cc1ccc(S(=O)(=O)N(C)C[C@@H]2Oc3ccc(NC(=O)CCCN(C)C)cc3C(=O)N([C@H](C)CO)C[C@@H]2C)cc1	-6	3	16	-11	-1	-7	-8	-3
Cc1ccc2c(c1)NC(=O)c1cccc([N+](=O)[O-])c1CO2	0	11	-5	-6	.	.	1	3
COc1ccc(OC)c(-n2nnnc2SCC(=O)Nc2ccc(C(=O)N3CCCCC3)cc2)c1	.	.	5	1	1	0	3	-8
O=c1cc(NC2CCCCC2)c2ccccc2o1	-4	.	.	5	1	-3	.	.
COc1ccc(-c2ccc3c(c2)O[C@@H](CN(C)C)[C@@H](C)CN([C@@H](C)CO)S3(=O)=O)cc1	2	.	-18	8	0	4	6	1
C/C=C/c1ccc([C@@H]2[C@@H](CO)N(Cc3ccccn3)[C@H]2CNC(C)=O)cc1	-12	-4	3	10	0	1	3	-2
CCCC(=O)NC(c1ccc(N(C)C)cc1)c1c(O)ccc2ccccc12 (stereo unspecified)	-10	9	.	-2	-2	-4	.	.
Cc1ccc(NC(=O)CSc2nc(N)cc(N)n2)cc1S(=O)(=O)N1CCOCC1	5	-23	3	-7	0	2	2	-4
O=C(C1=C(O)C(=O)N(c2nc3ccc(Cl)cc3s2)C1c1ccco1)c1ccco1 (stereo unspecified)	-5	-77	-6	.	2	-8	-40	0
CCc1cccc2sc(NC(=O)C3CC3)nc12	-14	8	-4	-20	3	.	-20	2
COc1ccc(C(=O)C2CCN(C(=O)Nc3ccc(C)cc3)CC2)cc1	-6	-4	-2	-19	-7	12	-36	-4
Cc1cccc(C2N(c3ccc(F)cc3)C(=O)C3CCCN32)c1 (stereo unspecified)	-12	-5	-1	-14	11	-16	-3	.
COC(=O)CNC(=O)COC(=O)/C=C/c1ccc2ccccc2n1	-6	13	-1	4	.	-8	6	3
CCOC(=O)C1=C(CNCCc2ccc(Cl)cc2)NC(=O)NC1c1cccc([N+](=O)[O-])c1 (stereo unspecified)	-13	14	3	30	14	2	18	9
COc1cccc(C(=O)Nc2cc(C)nn2-c2ccccc2)c1OC	0	-13	-1	8	-1	-1	15	2
CC(=O)Nc1ccc2c(c1)C(=O)N(C)[C@H]1CC[C@H](CC(=O)NCC3CCCCC3)O[C@@H]1CO2	6	-3	.	-20	4	1	1	.
Cc1nc(SCC(=O)N2CCCCCC2)[nH]c(=O)c1C	0	-4	0	-1	.	.	-3	1
O=C(CSc1nc2ccccc2[nH]1)c1ccccc1F	-3	-214	-2	-92	3	.	-132	-1
C[C@@H]1CN([C@H](C)CO)S(=O)(=O)c2ccc(C#CCC3CCCC3)cc2O[C@H]1CN(C)Cc1ccc(C(=O)O)cc1	.	.	25	.	6	12	2	-2
O=C(N1CCN(c2ncccn2)CC1)C12CC3CC(CC(C3)C1)C2	-1	15	-4	.	.	.	0	1
CCOCCCNCc1cc(Br)ccc1OCC	-2	-24	14	2	-1	-6	11	-3
C[C@H](CO)N1C[C@H](C)[C@@H](CN(C)Cc2ccc(Cl)c(Cl)c2)Oc2c(NC(=O)C3CC3)cccc2C1=O	-2	2	3&-3	9&17	-1&-3	-13	5&11	0&-3
Cc1ccc(OCC(=O)Nc2ccc(N3CCN(C(=O)c4ccco4)CC3)cc2)cc1	-1	10	2	-6	.	-3	-9	-3
C=CCNC(=S)NNC(=O)COc1c(Cl)cc(Cl)cc1Cl	-3	-1	.	12	-2	16	.	.
CN1CCN(Cc2nc3ccccc3c(=O)n2Cc2nc(-c3ccccc3F)cs2)CC1	7	4	.	15	-6	.	.	.

# (continued)
Molecule	FN deposit inh	PAX8 reporter	S100A4 inh HTS	LGR2 inh	PglD DTNB	PGC1a acetyl inh	EWS-Fli inh	ERAP1 HTS inh
CO[C@@H]1CN(C)C(=O)c2cc(NS(C)(=O)=O)ccc2OC[C@@H](C)N(C(=O)C2CCC2)C[C@@H]1C	9	.	0	-11	0	-7	-8	0
CC(C)NC(=O)C1COc2ccccc2O1 (stereo unspecified)	-1	12	-3	3	.	7	-5	2
COC(=O)c1cnc(SCc2ccc(Cl)cc2)n1C	4	-75	0	-45	.	.	-58	-1
COC(=O)CCN1CCC2CC1c1cc(Cl)ccc12 (stereo unspecified)	3	-6	17	5	1	-1	-5	1
C/C(=N\OCC(=O)OC(C)C(=O)Nc1ccc(C(N)=O)cc1)c1ccc2c(c1)OCO2 (stereo unspecified)	6	-4	11	5	-2	.	.	1
CCS(=O)(=O)N1CC2(C1)[C@@H](c1ccccc1)[C@H](CO)N2C(=O)C1CCCC1	-1	18	5	3	.	-7	1	-3
Cc1nn(CC(=O)N(C)C)c(=O)c2ccccc12	7	4	-1	1	-2	2	.	1
COc1ccc(/C=N/NC(=O)c2ccc(-n3cnnn3)cc2)cc1	13	-9	-12	-2	1	23	-1	-1
O=C(c1cccc([N+](=O)[O-])c1)N1CCN(C(=O)c2ccco2)CC1	9	11	47	-2	-5	-1	2	-1
COc1ccc(N(CC(=O)NCCc2ccccc2)C(=O)CCC(=O)Nc2nccs2)cc1	-4	-9	3	-5	-1	3	-12	-3
CCOc1ccc(CC(=O)N2CCN=C2SCc2ccc([N+](=O)[O-])cc2)cc1	.	-9	1	33	.	3	7	1
CN(Cc1ccon1)Cc1cn[nH]c1-c1ccc(-c2ccccc2)cc1	3	-16	-10	.	.	.	-16	-1
CCc1cc2c(=O)n(Cc3ccco3)c(SCc3c(C)noc3C)nc2s1	2	11	.	.	1	-52	.	.
CCOC(=O)C1CCCN(C(=S)NC2CCCC2)C1 (stereo unspecified)	.	-3	-1	-17	.	.	3	3
Cc1c(NC(=O)Nc2ccc(Cl)cc2Cl)c(=O)n(-c2ccccc2)n1C	-14	12	-5	4	.	.	-9	-2
Cc1ccccc1S(=O)(=O)N1CCN(c2ccc3c(c2)C2CC3CCN2C(=O)OCc2ccccc2)CC1 (stereo unspecified)	5	-4	8	-29	-2	-7	-29	.
COc1ccc(CNC(=O)CCCn2nc(C)n3c(cc4sccc43)c2=O)cc1	2	-4	-4	-11	-7	7	-4	-1
C[C@@H]1CN([C@H](C)CO)S(=O)(=O)c2ccc(C#CC3CCCCC3)cc2O[C@H]1CN(C)Cc1cccnc1	.	.	3	-10	3	5	46	0
CCc1nc(SCC(=O)Nc2ccccc2Cl)n[nH]1	-3	-22	-3	-6	1	.	-1	1
COc1cccc(C#Cc2ccc([C@H]3[C@@H](CO)N(C(=O)C4CCOCC4)[C@H]3C#N)cc2)c1	2	.	2	-17	.	-8	21	2
N#Cc1ccc(S(=O)(=O)N2CCN(C(=O)C3CC(=O)N(c4ccc5c(c4)OCCO5)C3)CC2)cc1 (stereo unspecified)	-2	3	-1	-12	-1	2	5	7
CC(=O)c1cccc(Nc2nc3ccccc3n3cnnc23)c1	-4	-23	-2	-9	0	.	-37	1
CCN(CC)C(=O)/C=C/c1ccccc1	1	-60	0	-31	-2	0	-64	-2
CCOC(=O)c1c(C)[nH]c(C)c1S(=O)(=O)NC(C)Cc1ccco1 (stereo unspecified)	-2	-21	6	13	3	-1	-3	3
